mHTT CaM bind: disrupts binding of mutant huntingtin to calmodulin; AID 1671202; 3.6% of 190,000 active; P42858; AlphaScreen His-mHTT/GST-CaM binding, luminescence; inhibition, % at 15 µM;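 note: 0% = both proteins with DMSO and 100% = one protein alone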
Target sequence (P42858 whole entry, looked up, stated change not applied): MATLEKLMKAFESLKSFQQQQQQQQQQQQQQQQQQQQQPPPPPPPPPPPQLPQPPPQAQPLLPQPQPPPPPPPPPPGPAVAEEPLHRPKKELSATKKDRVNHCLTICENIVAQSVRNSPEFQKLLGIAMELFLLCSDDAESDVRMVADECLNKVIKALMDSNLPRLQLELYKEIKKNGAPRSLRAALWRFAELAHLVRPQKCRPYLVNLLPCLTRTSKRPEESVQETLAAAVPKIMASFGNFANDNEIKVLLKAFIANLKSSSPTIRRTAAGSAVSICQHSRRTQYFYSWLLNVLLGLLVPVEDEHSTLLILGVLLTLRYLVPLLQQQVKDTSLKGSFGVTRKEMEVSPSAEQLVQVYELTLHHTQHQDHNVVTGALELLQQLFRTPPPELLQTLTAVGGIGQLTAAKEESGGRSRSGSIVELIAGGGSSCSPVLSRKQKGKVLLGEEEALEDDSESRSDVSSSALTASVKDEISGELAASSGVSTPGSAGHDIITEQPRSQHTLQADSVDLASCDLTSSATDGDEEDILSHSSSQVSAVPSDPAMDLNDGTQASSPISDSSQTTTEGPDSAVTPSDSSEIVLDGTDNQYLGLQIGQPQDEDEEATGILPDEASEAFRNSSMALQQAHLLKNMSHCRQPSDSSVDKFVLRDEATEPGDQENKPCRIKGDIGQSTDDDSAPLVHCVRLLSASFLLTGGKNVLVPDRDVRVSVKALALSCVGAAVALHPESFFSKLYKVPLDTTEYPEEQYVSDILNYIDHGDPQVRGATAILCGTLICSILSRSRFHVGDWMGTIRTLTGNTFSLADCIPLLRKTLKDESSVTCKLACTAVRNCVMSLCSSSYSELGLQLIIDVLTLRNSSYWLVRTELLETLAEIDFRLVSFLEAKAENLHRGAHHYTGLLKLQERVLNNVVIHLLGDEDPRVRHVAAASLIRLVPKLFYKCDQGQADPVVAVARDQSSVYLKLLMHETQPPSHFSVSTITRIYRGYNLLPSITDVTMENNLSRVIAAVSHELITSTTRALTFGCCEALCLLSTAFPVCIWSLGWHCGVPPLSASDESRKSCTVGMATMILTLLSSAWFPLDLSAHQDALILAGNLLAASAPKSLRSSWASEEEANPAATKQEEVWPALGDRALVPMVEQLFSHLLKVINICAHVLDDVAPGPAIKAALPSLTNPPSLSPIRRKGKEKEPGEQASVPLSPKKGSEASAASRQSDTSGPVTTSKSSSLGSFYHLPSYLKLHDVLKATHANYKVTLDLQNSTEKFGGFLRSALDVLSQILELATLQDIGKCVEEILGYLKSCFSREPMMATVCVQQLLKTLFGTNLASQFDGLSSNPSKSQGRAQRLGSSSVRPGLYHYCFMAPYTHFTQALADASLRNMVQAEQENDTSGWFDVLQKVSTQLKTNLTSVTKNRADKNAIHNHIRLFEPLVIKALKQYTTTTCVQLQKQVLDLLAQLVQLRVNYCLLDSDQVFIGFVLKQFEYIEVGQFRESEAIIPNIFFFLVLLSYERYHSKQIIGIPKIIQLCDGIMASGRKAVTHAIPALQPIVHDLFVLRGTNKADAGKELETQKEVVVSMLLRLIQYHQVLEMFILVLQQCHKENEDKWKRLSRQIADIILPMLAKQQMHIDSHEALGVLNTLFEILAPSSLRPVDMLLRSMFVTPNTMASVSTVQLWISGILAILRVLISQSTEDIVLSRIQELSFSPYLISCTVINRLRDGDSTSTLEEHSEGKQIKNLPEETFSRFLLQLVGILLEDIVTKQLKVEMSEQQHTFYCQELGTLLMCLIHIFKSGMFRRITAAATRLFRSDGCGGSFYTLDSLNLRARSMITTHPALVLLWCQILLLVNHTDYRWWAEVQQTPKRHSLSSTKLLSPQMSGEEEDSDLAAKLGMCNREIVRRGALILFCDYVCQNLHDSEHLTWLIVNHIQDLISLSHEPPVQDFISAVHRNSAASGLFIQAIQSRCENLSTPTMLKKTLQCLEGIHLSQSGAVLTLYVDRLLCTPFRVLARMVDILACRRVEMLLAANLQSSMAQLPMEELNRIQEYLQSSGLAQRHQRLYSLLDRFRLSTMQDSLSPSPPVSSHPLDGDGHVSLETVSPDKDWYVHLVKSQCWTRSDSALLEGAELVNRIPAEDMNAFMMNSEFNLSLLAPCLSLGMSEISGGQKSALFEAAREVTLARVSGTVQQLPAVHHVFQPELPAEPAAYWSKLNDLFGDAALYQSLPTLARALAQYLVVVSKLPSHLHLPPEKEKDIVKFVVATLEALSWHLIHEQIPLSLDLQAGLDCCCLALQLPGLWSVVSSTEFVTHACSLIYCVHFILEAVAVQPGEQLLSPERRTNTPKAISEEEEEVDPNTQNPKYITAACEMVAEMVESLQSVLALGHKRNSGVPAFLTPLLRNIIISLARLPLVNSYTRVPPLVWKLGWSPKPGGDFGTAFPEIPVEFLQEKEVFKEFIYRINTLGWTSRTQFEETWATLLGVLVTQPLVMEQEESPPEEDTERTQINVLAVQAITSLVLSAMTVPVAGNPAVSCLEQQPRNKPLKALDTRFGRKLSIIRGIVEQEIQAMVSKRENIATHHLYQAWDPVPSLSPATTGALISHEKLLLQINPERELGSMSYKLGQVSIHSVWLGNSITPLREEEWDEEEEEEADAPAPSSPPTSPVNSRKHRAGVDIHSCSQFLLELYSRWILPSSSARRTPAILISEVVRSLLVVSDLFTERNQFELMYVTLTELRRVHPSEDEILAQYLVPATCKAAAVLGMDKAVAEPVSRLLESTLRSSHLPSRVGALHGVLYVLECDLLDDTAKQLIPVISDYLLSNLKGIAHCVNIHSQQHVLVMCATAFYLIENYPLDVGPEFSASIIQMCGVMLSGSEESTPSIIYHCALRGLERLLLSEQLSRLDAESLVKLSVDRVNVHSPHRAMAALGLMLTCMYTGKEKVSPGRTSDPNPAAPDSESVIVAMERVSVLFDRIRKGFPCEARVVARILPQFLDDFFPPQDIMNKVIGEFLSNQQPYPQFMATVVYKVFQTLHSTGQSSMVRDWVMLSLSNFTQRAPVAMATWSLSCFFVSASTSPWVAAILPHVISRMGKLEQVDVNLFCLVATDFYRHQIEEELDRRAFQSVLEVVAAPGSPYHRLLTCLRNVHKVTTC
Pf apPOL block: Pf-apPOL DNA polymerase inhibition; Recombinant Pf-apPOL, molecular beacon fluorescence, 1.5 h; inhibition, % at 10 µM; 0.25% of 210,000 active
The depositor's hits bear a star. Cut-off read from the data, not from the text of the source: active = inhibition above about 50%; inactive = the rest.

How did Cc1ccc(-c2cnc(N3CCCC(C(=O)N4CCN(C)CC4)C3)nc2)cc1 (stereo unspecified) do in these assays?
mHTT CaM bind: 17.4; Pf apPOL block: -4.9

How did O=C(NC(Nc1cccc(Cl)c1)C(=O)c1ccccc1)c1ccco1 (stereo unspecified) do in these assays?
mHTT CaM bind: 3.0; Pf apPOL block: -2.8

How did CCCN(C(=O)Cc1nc(N)n[nH]1)C1(C(=O)Nc2ccccc2C)CCCCC1 do in these assays?
mHTT CaM bind: 7.0; Pf apPOL block: 0.5

What do the screens show for `COc1ncc(C(=O)NCCc2ccccc2)cn1`?
mHTT CaM bind: -4.3; Pf apPOL block: -3.7

Results for Cc1c(C(=O)NCc2ccccn2)sc2ncnc(N3CCN(c4ccccc4F)CC3)c12 ?
mHTT CaM bind: 39.0; Pf apPOL block: -5.6

What do the screens show for `O=C1NC2(CCN(C(=O)Nc3ccc4c(c3)OCO4)CC2)Nc2cc(Cl)ccc21`?
mHTT CaM bind: 12.7; Pf apPOL block: -7.8

How did COc1ccccc1-n1nc(C(=O)N2CCCC2)c2ccccc2c1=O do in these assays?
mHTT CaM bind: -5.0; Pf apPOL block: -2.8

How did COc1ccc(CN2CCc3nc(Nc4ccc(F)cc4F)ncc3C2)cc1 do in these assays?
mHTT CaM bind: -8.2; Pf apPOL block: -10.2

Results for COc1ccc(N2C(=O)CC(N(Cc3ccc4c(c3)OCO4)C(C)=O)C2=O)cc1 (stereo unspecified) ?
mHTT CaM bind: -3.0; Pf apPOL block: 6.9

Results for CC(C)Oc1ccc(NC(=O)Oc2ccccc2)cc1 ?
mHTT CaM bind: -4.7; Pf apPOL block: -4.5

How did COc1ccc(C2CCCN2C(=O)Nc2ccc(Cl)cc2)cc1OC (stereo unspecified) do in these assays?
mHTT CaM bind: -2.6; Pf apPOL block: -5.2

Results for CC1CN(CCOc2ccc(Cl)cc2)CC(C)O1 (stereo unspecified) ?
mHTT CaM bind: 6.8; Pf apPOL block: -2.4

What do the screens show for `O=C(Cc1csc(SCC(=O)c2ccc(F)cc2)n1)Nc1nc2ccccc2s1`?
mHTT CaM bind: 12.8; Pf apPOL block: 5.0

Results for COc1ccccc1N1CCN(S(=O)(=O)CCNC(=O)c2ccccc2[N+](=O)[O-])CC1 ?
mHTT CaM bind: -9.4; Pf apPOL block: -9.9

What do the screens show for `NC(N)=NC(=O)c1nc(Cl)c(N)nc1N`?
Pf apPOL block: 11.9

Results for COc1ccc(Nc2ncnc3c2nc2n3CCCC2)cc1 ?
mHTT CaM bind: -3.9; Pf apPOL block: -0.6

What do the screens show for `O=C(O)c1ccc(CNC(=O)c2cocc2C(=O)O)o1`?
mHTT CaM bind: 3.2; Pf apPOL block: -9.6

What do the screens show for `Cc1ccc(C(C)(C)C)c(OCCCN2CCN(C)CC2)c1`?
mHTT CaM bind: 12.7; Pf apPOL block: 0.5

How did CN1CCN(CC(=O)Nc2c(C#N)cnn2-c2ccccc2)CC1 do in these assays?
Pf apPOL block: -5.3

What do the screens show for `Cn1c2c(c(=O)n(C)c1=O)C(c1ccc(OC(F)F)cc1)C1=C(CCCC1=O)N2` (stereo unspecified)?
mHTT CaM bind: -2.0; Pf apPOL block: -5.4

What do the screens show for `CCC1Oc2ccc(Cl)cc2N(CC(=O)NCCc2ccc(OC)c(OC)c2)C1=O` (stereo unspecified)?
mHTT CaM bind: 16.0; Pf apPOL block: -16.2

What do the screens show for `COc1ccc(CC(=O)N2CCn3c(C)nnc3C2)cc1OC`?
mHTT CaM bind: 2.1; Pf apPOL block: 0.0

Results for O=C1C(=C2CCCC2)Oc2ccc(O)cc21 ?
mHTT CaM bind: 7.4; Pf apPOL block: 9.2

How did COc1ccc(CNC(=O)c2cccnc2N2CCNC(c3ccccc3)C2)cc1OC (stereo unspecified) do in these assays?
mHTT CaM bind: 4.4; Pf apPOL block: 0.8

The closing two compounds of the part before lead into the next.
Results for O=C1C(=C2CCCC2)Oc2ccc(O)cc21 ?
mHTT CaM bind: 7.4; Pf apPOL block: 9.2

How did COc1ccc(CNC(=O)c2cccnc2N2CCNC(c3ccccc3)C2)cc1OC (stereo unspecified) do in these assays?
mHTT CaM bind: 4.4; Pf apPOL block: 0.8

How did CS(=O)(=NC=C(C#N)C(=O)C1CC1)c1ccc(Oc2cccc(F)c2C#N)cc1 (stereo unspecified) do in these assays?
Pf apPOL block: -3.7

How did CCCS(=O)(=O)N1CCC(Nc2nccnc2OCC)CC1 do in these assays?
mHTT CaM bind: 0.4; Pf apPOL block: -1.3

Results for CC(C)CC(=O)N1CCC(c2cc(N)on2)CC1 ?
mHTT CaM bind: -10.6; Pf apPOL block: 0.7

Results for Cc1nc(OCC(=O)Nc2cc(F)ccc2F)c2ccccc2n1 ?
mHTT CaM bind: -1.9; Pf apPOL block: 1.2

What do the screens show for `Cc1c(C(=O)NCCSC2CCCCC2)cccc1[N+](=O)[O-]`?
mHTT CaM bind: -7.2; Pf apPOL block: 1.3

How did O=C(Nc1cccc(Cl)c1Cl)c1ccc(N2CCCC2)nn1 do in these assays?
mHTT CaM bind: -3.5; Pf apPOL block: -2.9

How did CCOc1cccc(C=Nc2ccc(NC(=O)c3cccc(Cl)c3)cc2)c1O do in these assays?
mHTT CaM bind: 11.0; Pf apPOL block: -0.1

What do the screens show for `O=C(CN1C(=O)C(c2ccc(F)cc2)=NC12CCCC2)Nc1ccc(F)c(Cl)c1`?
mHTT CaM bind: 100.0*; Pf apPOL block: -5.0

What do the screens show for `COC(=O)N1CCc2ccc(F)cc2C1C(=O)N(C)OC` (stereo unspecified)?
mHTT CaM bind: -7.8; Pf apPOL block: -2.7

Results for Cc1cc(=O)n(CC(O)c2ccc(F)cc2)c(-c2ccc(F)cc2)n1 (stereo unspecified) ?
mHTT CaM bind: 38.7; Pf apPOL block: 4.5

What do the screens show for `Cc1cc(O)c2c(c1)OC(=Cc1ccccc1F)C2=O`?
mHTT CaM bind: 42.5; Pf apPOL block: 6.6

What do the screens show for `Cc1nnnn1-c1nc(-c2cccs2)cc(C(F)(F)F)n1`?
mHTT CaM bind: -6.0; Pf apPOL block: -9.7

Results for CC1CCCC(NC(=O)C2c3ccccc3C(=O)N2CCc2ccccc2)C1C (stereo unspecified) ?
mHTT CaM bind: 22.0; Pf apPOL block: 1.0

How did Cc1ccc([N+](=O)[O-])cc1NC(=O)C(C)Oc1ccccc1F (stereo unspecified) do in these assays?
mHTT CaM bind: 2.0; Pf apPOL block: -2.6

Results for Cc1cc(OCC(=O)Nc2ccccc2Cl)nc(N2CCCCC2)n1 ?
mHTT CaM bind: -13.1; Pf apPOL block: -0.1

What do the screens show for `O=C(c1cccc(F)c1)N1CCC(CCOCC2CC2)CC1`?
mHTT CaM bind: -0.8; Pf apPOL block: -1.6

How did CSc1cccc(NC(=O)C(=S)NCc2ccccc2)c1 do in these assays?
Pf apPOL block: 0.8

Results for CCCOc1ccc(CN2CCCC2c2cc(C)no2)cc1OC (stereo unspecified) ?
mHTT CaM bind: 11.7; Pf apPOL block: -8.0

Results for Cc1c(C(=O)N2CCCC2)oc2ccc(S(=O)(=O)N3CCCC(C)C3)cc12 (stereo unspecified) ?
mHTT CaM bind: 4.0; Pf apPOL block: -0.6

Results for CCC(O)(C#CCN1CCCCC1)CC ?
mHTT CaM bind: -12.5; Pf apPOL block: -6.2

How did CCOc1ccccc1Nc1nc(-c2ccccc2Cl)nc2ccccc12 do in these assays?
mHTT CaM bind: -27.4; Pf apPOL block: -7.7

How did O=C(Nc1ccc(N2CCOCC2)c(Cl)c1)c1ccc([N+](=O)[O-])cc1Cl do in these assays?
mHTT CaM bind: 27.6; Pf apPOL block: -3.6

What do the screens show for `CC1(C)CC(CC#N)(Cc2ccccc2)CCO1` (stereo unspecified)?
mHTT CaM bind: -1.7; Pf apPOL block: 2.6

How did CCCc1nc2cccnc2n1C1CCN(C(=O)Nc2ccc(CC)cc2)C1 (stereo unspecified) do in these assays?
mHTT CaM bind: 2.4; Pf apPOL block: 0.2

Results for O=c1c2cc(-n3cccc3)ccc2oc2ncccc12 ?
Pf apPOL block: 0.9

What do the screens show for `O=C(NCc1ccc(Cl)cc1)C1CCN(c2nc3cccnc3s2)CC1`?
mHTT CaM bind: -3.7; Pf apPOL block: 5.7

How did Cn1c(=O)c(-c2ccc(C(=O)NC3CC3)cc2)nc2ccccc21 do in these assays?
mHTT CaM bind: -3.2; Pf apPOL block: -0.2

How did CC(=O)c1ccc(C2CC2(Cl)Cl)cc1 (stereo unspecified) do in these assays?
Pf apPOL block: -8.6

How did Clc1ccccc1C=Nc1ccc(Br)cc1 do in these assays?
mHTT CaM bind: -3.0; Pf apPOL block: 26.3

How did O=C(NC1CC2CC1CN2C(=O)c1cccc(C(F)(F)F)c1)c1cccnc1 (stereo unspecified) do in these assays?
mHTT CaM bind: 12.4; Pf apPOL block: -2.6

How did O=C(Cn1cnc([N+](=O)[O-])n1)Nc1ccccc1C(F)(F)F do in these assays?
mHTT CaM bind: -3.0; Pf apPOL block: -3.2

What do the screens show for `CCCC(=O)Nc1ccccc1C(=O)O`?
mHTT CaM bind: -0.1; Pf apPOL block: -3.8

Results for N#CCCS(=O)(=O)c1ccc(Cl)c(Cl)c1 ?
mHTT CaM bind: -7.7; Pf apPOL block: -8.0

How did CCc1cc(C2CCCN2Cc2cccc(F)c2)on1 (stereo unspecified) do in these assays?
mHTT CaM bind: -8.5; Pf apPOL block: -1.0

What do the screens show for `COc1ccc(NC(=O)Cn2cnc3scc(-c4ccccc4)c3c2=O)cc1Cl`?
mHTT CaM bind: 11.0; Pf apPOL block: 3.0

What do the screens show for `CCCN(C)Cc1nc2nc(C)cc(N3CCC(C)CC3)n2n1`?
mHTT CaM bind: 20.2; Pf apPOL block: -2.4

How did Cn1c(=NC(=O)CCSc2ccccc2)sc2cc([N+](=O)[O-])ccc21 do in these assays?
mHTT CaM bind: 12.0; Pf apPOL block: -4.4

How did CC1(C)CC(CC(=O)Nc2cccc([N+](=O)[O-])c2)C(=O)O1 (stereo unspecified) do in these assays?
mHTT CaM bind: 3.0; Pf apPOL block: -4.7

What do the screens show for `CCOc1ccc(C2C(=O)c3ccccc3C2=O)cc1`?
mHTT CaM bind: -3.9; Pf apPOL block: -0.6

Results for CC(C)CNC(=O)C1CCCN(c2cnn(C)c(=O)c2)C1 (stereo unspecified) ?
mHTT CaM bind: -0.5; Pf apPOL block: 1.7

How did Cc1c(Br)c([N+](=O)[O-])nn1CC(=O)N1CCN(C)CC1 do in these assays?
mHTT CaM bind: 1.0; Pf apPOL block: 7.0

How did O=C(Nc1ccc(Oc2ccccc2)cc1)c1ccc(NC(=O)C(F)(F)F)cc1 do in these assays?
mHTT CaM bind: 22.0; Pf apPOL block: 2.0

How did CN(C)c1ccnc(SCC(=O)Nc2ccccc2)c1C#N do in these assays?
mHTT CaM bind: -5.9; Pf apPOL block: -3.7

Results for COc1ccc(C2C(C(=O)Nc3ccccc3C(F)(F)F)c3ccccc3C(=O)N2C)cc1 (stereo unspecified) ?
mHTT CaM bind: 7.0; Pf apPOL block: -1.4

Results for CN1CCN(S(=O)(=O)c2ccc(F)cc2F)CC1c1ccccc1 (stereo unspecified) ?
mHTT CaM bind: -9.2; Pf apPOL block: 2.2

What do the screens show for `COC(=O)CSCCS(=O)(=O)c1ccc(Cl)cc1`?
Pf apPOL block: -2.1

Results for CCCNC(=O)CN1CCN(C(=O)Nc2ccc(Br)cc2)CC1=O ?
mHTT CaM bind: -8.7; Pf apPOL block: -5.0

Results for O=C(Cc1cccc2ccccc12)NCC1(c2ccccc2)CCOCC1 ?
mHTT CaM bind: -2.5; Pf apPOL block: -0.3

Sorted by SMILES length (rising): part of the list above.
What do the screens show for `COC(=O)CSCCS(=O)(=O)c1ccc(Cl)cc1`?
Pf apPOL block: -2.1

How did CN(C)c1ccnc(SCC(=O)Nc2ccccc2)c1C#N do in these assays?
mHTT CaM bind: -5.9; Pf apPOL block: -3.7

Results for CN1CCN(S(=O)(=O)c2ccc(F)cc2F)CC1c1ccccc1 (stereo unspecified) ?
mHTT CaM bind: -9.2; Pf apPOL block: 2.2

How did CC1(C)CC(CC(=O)Nc2cccc([N+](=O)[O-])c2)C(=O)O1 (stereo unspecified) do in these assays?
mHTT CaM bind: 3.0; Pf apPOL block: -4.7

Remaining list, next part:
How did O=C(c1ccccc1F)N1CCCN(Cc2noc(-c3ccccc3)n2)CC1 do in these assays?
mHTT CaM bind: -2.4; Pf apPOL block: -6.9

What do the screens show for `Cc1ccccc1COc1ccc2c(c1)OC(=Cc1ccco1)C2=O`?
mHTT CaM bind: 14.0; Pf apPOL block: 5.9

Results for O=C(Nc1cccc2cccnc12)C1COCC(=O)N1Cc1ccccc1 (stereo unspecified) ?
mHTT CaM bind: 8.0; Pf apPOL block: 8.9

Results for Cc1nn(C)c(C)c1NC(=O)c1ccccc1NS(=O)(=O)c1cc(C(F)(F)F)cc(C(F)(F)F)c1 ?
Pf apPOL block: -1.8

Results for COc1cccc(-c2nc(C3CCN(C(=O)c4ccc(Br)o4)CC3)no2)c1 ?
mHTT CaM bind: 47.2; Pf apPOL block: -1.5

What do the screens show for `CCc1nc2c(c(=O)n1CC(=O)NCc1ccccc1F)CN(Cc1ccccc1)CC2`?
mHTT CaM bind: -1.7; Pf apPOL block: -5.0

How did CCN(Cc1ccncc1)C(=O)c1cn2ccccc2n1 do in these assays?
mHTT CaM bind: -2.9; Pf apPOL block: -3.5

Results for CCCNC(=O)c1cnn2c(C)c(Cc3ccccc3C)c(C)nc12 ?
mHTT CaM bind: 31.0; Pf apPOL block: -12.3

Results for O=[N+]([O-])c1ccc(-n2nnnc2-c2cccnc2)c(Br)c1 ?
mHTT CaM bind: -2.0; Pf apPOL block: -3.6

How did Cc1cc(O)c(C=Nc2ccccc2O)c(C)c1Cl do in these assays?
mHTT CaM bind: 37.0; Pf apPOL block: -1.0

How did CC(=O)NC1C(=O)N=C(SCC(=O)Nc2ncccn2)NC1=O (stereo unspecified) do in these assays?
mHTT CaM bind: 2.0; Pf apPOL block: -3.2

What do the screens show for `CCc1ccccc1NC(=O)c1ccc(-c2nc3cccnc3n(C)c2=O)cc1`?
mHTT CaM bind: 0.0; Pf apPOL block: -0.7

Compounds were not picked by outcome; 3.5% or so of the library scored in one or more.
